TWEAK-Fn14 inh: inhibitors of TWEAK-Fn14 interaction signaling. TWEAK-stimulated Fn14 reporter cells, luciferase luminescence, 8 h. inhibition, % at 10 µM. actives 2% (n = 360,000). AID 1159606; in the data active = inhibition above about 50%
NR2E3 ag-1: human photoreceptor-specific nuclear receptor agonism | inhibition of corepressor binding, % at 3.98 µM | CHO-S Gal4-NCOR/VP16-NR2E3 two-hybrid, luciferase | AID 602229 | Q9Y5X4 | actives 0.35% (n = 360,000);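 active = inhibition above the mean of all tested compounds plus 3 SD, cut at about 70% in these data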;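 note: 0% = DMSO with NR2E3 transfected cells and 100% = cells lacking NR2E3 construct; higher means lower luciferase signal from less NR2E3 corepressor binding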
Target sequence (Q9Y5X4 whole entry, looked up, the tested form may be a part): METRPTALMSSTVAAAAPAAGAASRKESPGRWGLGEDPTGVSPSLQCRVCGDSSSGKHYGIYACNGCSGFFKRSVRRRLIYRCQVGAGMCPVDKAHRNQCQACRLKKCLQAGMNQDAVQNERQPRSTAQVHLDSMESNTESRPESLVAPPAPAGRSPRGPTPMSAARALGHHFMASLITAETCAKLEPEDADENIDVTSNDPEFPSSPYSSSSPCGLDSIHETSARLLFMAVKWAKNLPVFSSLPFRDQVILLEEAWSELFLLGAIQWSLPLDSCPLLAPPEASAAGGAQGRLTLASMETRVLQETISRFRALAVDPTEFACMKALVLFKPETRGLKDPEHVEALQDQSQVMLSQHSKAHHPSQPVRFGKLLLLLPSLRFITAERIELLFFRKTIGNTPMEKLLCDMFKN
TRPM1 prom inh: inhibitors of MITF-driven TRPM1 promoter in melanoma cells; actives 0.83% (n = 330,000); SK-MEL-5 TRPM1 promoter luciferase, 24 h; inhibition, % at 12.5 µM;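 active = mean inhibition across replicates of 60% or more, whatever share of single replicates reaches that level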; note: values of inactives mirror those of a sister screen read the other way
Peg3 prom inh: inhibitors of Peg3 promoter; HeLa PEG-Prom luciferase reporter, luminescence, overnight; inhibition, % at 20 µM; actives 1.7% (n = 360,000); AID 588405;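 active = inhibition of at least 50% at 20 µM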
Shn3 3UTR inh: reduces Shn3 3'UTR luciferase signal in osteoblasts | Clone20 osteoblast Shn3 3'UTR firefly luciferase, 24 h | inhibition, % at 12.5 µM | actives 0.52% (n = 360,000) | AID 588674;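 active = mean inhibition of at least 75% with every replicate also reaching 75%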;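 note: 0% = median of neutral control wells and 100% = pilot-screen positive control compound; some compounds past the cut are filed as inactive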
HIF-2a inh: HIF-2a inhibition; 786-0 RCC cells HIF-2a reporter, luciferase luminescence, overnight; inhibition, % at 18.8 µM; actives 0.72% (n = 360,000); AID 624352;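 active = inhibition of the luminescence signal of 40% or more relative to plate controls, in a single-dose primary screen at 18.75 µM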
KKLEB cytotox: counter-screen for CF NF-kB inhibitors: cytotoxicity; KKLEB CF airway cells viability, ATPlite luminescence, overnight; active compounds read low; cells stimulated with P. aeruginosa culture filtrate; activity change (cytotoxicity), % at 5 µM; actives 0.36% (n = 360,000); AID 602141;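 active = corrected activity change at or below -50% at 5 µM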
NR2E3 ag-2: agonists of human nuclear receptor NR2E3 | Q9Y5X4 | GST-NR2E3/biotin-RetCOR TR-FRET, 1536-well | inhibition of corepressor binding, % at 4.78 µM | actives 0.12% (n = 320,000) | AID 2300;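 active = percent inhibition above the cutoff of mean plus 3 SD of all tested compounds, set per screening campaign, cut at about 20% in these data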;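 note: 0% = DMSO wells and 100% = biotin wells as full block of FRET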
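System: GST-NR2E3 and biotin-RetCOR proteins; probe or stimulus: 7 nM biotin-RetCOR; doses: compound at 4.8 µM, single dose; schedule: Compound–protein incubation for 5 h at 4 °C; detection: time-resolved FRET; read-out: percent inhibition; controls: biotin wells as high control, 0.6% DMSO wells as low control; format: 1536-well plates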
iPSC survival up: hiPSC single-cell survival enhancement; AID 602274; actives 0.044% (n = 360,000); survival enhancement, % at 20 µM; ATPlite luminescence; 100% = ROCK inhibitor wells, 0% = DMSO; in the data active = survival enhancement above about 18%;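 note: cells exposed to compounds for 16 hours before the ATP read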
aDG glyco act: alpha-DG glycosylation activation; Pro5-aDG cells, alpha-DG glycosylation AlphaScreen (IIH6); 0% Pro5, 100% B10-LARGE cell signal; activation, % at 10 µM; actives 0.22% (n = 360,000);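 active = activation of at least 8% versus controls, or a plate z-score of at least 8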;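 note: Pro5 are CHO cells carrying HIG-tagged alpha-DG that lacks glycosylation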
CF NFkB block: cystic fibrosis NF-kB activation inhibition; KKLEB NF-kB-GFP reporter, PAF-induced, GFP fluorescence overnight; inhibition, % at 5 µM; actives 0.86% (n = 360,000); AID 588850;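 active = at least 50% inhibition at 5 µM, scaled per plate between neutral and stimulator controls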;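 note: PAF is a Pseudomonas aeruginosa culture filtrate used as stimulus; plate controls were PAF-stimulated DMSO wells for no effect and unstimulated DMSO wells for full effect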
Numbers without * were called inactive; x = not tested or not shown.

Below each SMILES: TWEAK-Fn14 inh, NR2E3 ag-1, TRPM1 prom inh, Peg3 prom inh, Shn3 3UTR inh, HIF-2a inh, KKLEB cytotox, NR2E3 ag-2, iPSC survival up, aDG glyco act, CF NFkB block
> Cc1ccc(-c2csc(NC(=O)C[n+]3cc(-c4ccc(C)cc4)n4c3CCC4)n2)cc1
 : -3, -8, 15, -23, -6, -71, -7, -4, -0.5, -0.1, -4
> N#Cc1ccc(NC(=O)COC(=O)CCc2ccc(S(=O)(=O)N3CCCCC3)cc2)cc1
 : -4, 6, -1, 16, -15, 15, 2, -1, -0.3, -0.2, -27
> CCOC(=O)c1[nH]c(=O)[nH]c1CSc1nc(C)cc(C)n1
 : -18, 9, 7, 14, 9, 11, 3, 2, 2.0, 0.1, 8
> O=c1oc2ccccc2c(Nc2ccc(O)cc2)c1[N+](=O)[O-]
 : -2, -32, 37, 13, -6, 22, -10, -3, -3.8, -0.7, 17
> Oc1ccc(O)c(Cc2nc3ccccc3[nH]2)c1
 : 6, 3, 24, 4, -17, 5, 15, 1, 1.1, -0.1, -3
> CCCCn1nnnc1C(c1ccccc1OC(F)(F)F)N1CCN(C/C=C/c2ccccc2)CC1 (centres undefined)
 : 5, 14, x, 5, 12, -20, -2, x, 0.5, 0.1, 18
> CCN(CC(=O)N1CCCC1)S(=O)(=O)c1ccc(Br)cc1
 : 19, 12, 9, 12, -6, 18, 8, 5, 0.5, 0.0, -7
> CCOc1cc(/C=N/NC(=O)c2cccnc2)ccc1OC(=O)c1ccco1
 : 4, -2, 0, 6, -19, 11, -4, 2, 2.6, -0.3, 6
> O=C(COc1ccc(Cl)cc1)N(Cc1ccc(F)cc1)C1CCS(=O)(=O)C1 (centres undefined)
 : 11, 34, 0, 6, -13, 13, 0, -1, 0.0, 0.2, 0
> Cc1ccc(S(=O)(=O)N/N=C\c2ccc(Cl)c([N+](=O)[O-])c2)cc1
 : -9, 12, 14, 24, -7, 4, 1, 4, -1.9, 0.2, -3
> CCN1C[C@@H]2[C@@H]3C(=O)N(C)C(=O)[C@@H]3[C@](CC)(C1=O)N2C(=O)c1ccc(Cl)cc1
 : 6, -26, 12, -15, -15, 15, -5, x, 2.3, -0.1, 13
> Cc1c(NS(=O)(=O)c2ccc(S(=O)(=O)c3ccccc3)s2)c(=O)n(-c2ccccc2)n1C
 : -5, 13, -11, 6, 4, 13, -2, 1, -0.2, -0.2, -4
> COc1ccc(NC2CCCN(C(=O)CCC(=O)c3ccc(F)cc3)C2)cc1 (centres undefined)
 : -8, -31, -14, -92, -3, -131, 17, 3, 0.0, -0.3, -27
> CC(NC(=O)CNC(=O)[C@@H]1Cc2ccccc2CN1)c1ccccc1 (some centres undefined)
 : -8, -6, 5, -5, -7, 9, -6, 1, -0.5, -0.4, 8
> CC(C)(C)[C@H]1COC(=O)[C@@H](Cc2ccc(F)cc2)CC/C=C/C[C@@H](CC(=O)N[C@@H](CO)Cc2ccccc2)C(=O)N1
 : 1, -27, -2, 12, -51, -55, 4, x, -1.5, 0.3, 12
> Cc1cccc(C(=O)Nc2ccc(CC(=O)O)cc2)c1
 : 37, 5, 14, -8, 23, 61*, -11, 0, 1.4, -0.3, -24
> COCCCNC(=O)c1oc2ccc(S(=O)(=O)N(C)C3CCCCC3)cc2c1C
 : -6, -3, -1, 16, -24, 15, -6, 1, -1.5, -0.1, -6
> COc1ccc(CCNC(=O)COC(=O)/C=C/c2cccs2)cc1
 : -2, -1, 8, 8, -17, 13, 5, 0, -1.0, 0.1, -3
> COc1ccc(CNC(=O)C2(CC3CC(c4ccccc4)=NO3)CCN(C(=O)C3(C)CC3)CC2)cc1 (centres undefined)
 : -2, -11, -3, 13, 9, 4, 15, 3, 0.7, 0.0, -3
> O=C(c1ccco1)N1CCN(S(=O)(=O)c2ccc(Br)cc2)CC1
 : 11, -10, 2, 17, 19, 16, -3, -1, 0.2, -0.1, 2
> CN1CC(=O)N(C)c2nc(Br)n(C)c2C1=O
 : -11, -6, 1, 4, -10, 7, 8, 5, -0.4, -0.1, 1
> CCn1cc(Br)c(C(=O)Nc2cccc(SC)c2)n1
 : -20, -61, -20, -180, -11, -266, -17, 2, 0.5, -0.2, -10
> CCCCc1nc(SCC(=O)Nc2cccc(Cl)c2)n[nH]1
 : 11, 3, 11, 1, -18, 1, 14, 0, -0.2, -0.1, -8
> COc1ccc(CN=C2NN=C(c3ccccc3)CS2)cc1
 : -35, -90, -34, -137, -22, -139, -4, 2, -0.5, 0.1, -1
> O=C(NC(C(=O)N/N=C/c1c2ccccc2cc2ccccc12)c1n[nH]c(=O)c2ccccc12)c1ccccc1 (centres undefined)
 : -37, -13, -3, 20, 28, 1, -2, 3, 5.7, 0.0, -46
> CC(C)OCCCN(C)C1CCN(S(=O)(=O)c2ccc(-c3cc(C(F)(F)F)no3)s2)CC1
 : -8, 37, -3, 36, 29, 8, 3, -3, 0.2, 3.8*, 12
> COc1ccc(NC(=O)c2csc(C)c2)cc1OC
 : -4, -16, -14, -67, -35, -122, -8, 4, 0.0, 0.1, 11
> O=C1CC(c2ccco2)CC(O)=C1C=Nc1cc(Cl)ccc1Cl (centres undefined)
 : 4, 3, 11, 1, 13, 12, 8, -1, 1.6, 0.0, 6
> CN(C)/C=C/C(=C\C(=O)C(F)(F)F)Nc1ccc(C(F)(F)F)cc1
 : 10, 5, -11, 17, 3, 7, 3, -3, 2.3, -0.2, 18
> C[C@@H](NC(=O)[C@@H]1CCCN1C(=O)[C@@H]1CCCN1C(=O)c1cccs1)c1ccccc1
 : 6, -22, x, x, x, -4, x, x, 0.9, -0.2, x
> COc1ccc(-c2nc3ncccc3o2)cc1NC(=O)c1ccco1
 : -50, -25, -7, -11, 11, -11, 2, 5, 1.6, -0.3, -65
> COc1ccc(NS(=O)(=O)c2cc3c4c(c2)C(C)C(=O)N4CCC3)cc1 (centres undefined)
 : -1, -2, 3, 3, 2, 1, 5, 0, -0.3, -0.1, -17
> Cc1ccc(C(=O)Nc2ncnc3sc4c(c23)CCCCC4)cc1
 : -1, -7, -19, -47, 5, -35, 16, -1, -0.1, 0.1, -21
> COc1ccc2[nH]cc(CCNC(=O)c3ccc([N+](=O)[O-])cc3)c2c1
 : 2, 4, 2, -11, 17, 7, -4, 7, -0.6, 0.2, -12
> CCOc1ccc(S(=O)(=O)NCCC(=O)NCc2ccccn2)cc1
 : 11, -6, 1, -88, -53, 13, 15, -2, -0.4, -0.3, 3
> CCOC(=O)c1c(NC(=O)C2CCCO2)sc(C)c1C (centres undefined)
 : -18, -15, 4, 16, -4, 1, -4, 0, -0.9, 0.1, -10
> S=C(Nc1cccnc1)N1CCCCC1
 : 25, -1, 3, 14, 7, 11, -9, -1, 1.0, 1.0, 7
> CC1(C)CC[C@]2(C(=O)O[C@@H]3O[C@H](CO)[C@@H](O)[C@H](O)[C@H]3O)CC[C@]3(C)C(=CCC4[C@@]5(C)CC[C@H](O[C@@H]6O[C@H](C(=O)O)[C@@H](O[C@H]7OC[C@@H](O)[C@@H](O)[C@@H]7O)[C@H](O)[C@H]6O)C(C)(C)C5CC[C@]43C)[C@@H]2C1 (some centres undefined)
 : 9, -13, -10, -2, 18, 9, 13, x, 3.5, 0.0, 2
> C/C(=N\Nc1nc2ccccc2[nH]1)c1ccc2c(c1)OCO2
 : -1, -31, -24, -130, 32, -173, -2, -2, -2.0, 4.4, -13
> CCCc1cc(Nc2ccc(C)cc2)n2ncnc2n1
 : 21, 11, -2, 15, 1, 18, 9, x, -0.2, -0.1, 4
> COc1ccc(NC(=O)CN(C)C(=O)c2cc(S(=O)(=O)N3CCCCCC3)ccc2OC)cc1
 : -1, 14, -1, -2, 5, 12, -23, 4, -0.3, 0.2, 16
> CC(C)Oc1ccc(C(CC(=O)NCc2ccco2)c2ccccc2)cc1 (centres undefined)
 : 19, 4, 10, 21, 11, 3, -15, 1, -0.8, -0.1, 3
> CC(C)Cn1nc(-c2ccccc2)c2ccccc2c1=O
 : 17, -12, 7, 2, 0, 17, -14, 1, 0.0, 0.1, 6
> CC(=O)c1cccc(N(C(=O)c2ccco2)C(C(=O)NC2CCCC2)c2ccncc2)c1 (centres undefined)
 : 10, 1, -1, 8, 5, 7, -1, 2, 0.6, -0.1, 5
> C/C(=N\NC(=O)c1cc(-c2ccc(C)s2)nc2ccccc12)c1cccnc1
 : -38, -88, -26, -121, -43, -136, -10, x, -0.6, 0.0, -18
> Cc1nn(C2CCS(=O)(=O)C2)c(Cl)c1/C=C/C(=O)OCC(N)=O (centres undefined)
 : -10, -16, 22, 6, -4, 5, 2, -3, 1.0, 0.3, 11
> COc1cccc(C(NC(C)=O)c2nc(-c3cccc(NC(C)=O)c3)cs2)c1 (centres undefined)
 : -5, -5, x, -4, -4, 15, -23, x, 0.7, -0.2, -13
> COc1cc([N+](=O)[O-])ccc1NC(=O)CN1CCCC1
 : -12, 6, 0, 8, 2, 11, 0, -2, -0.5, 0.6, -1
> COc1ccc(C(=O)CCC(=O)Nc2cccnc2)cc1OC
 : 1, -19, -1, 8, 11, 12, -13, 2, 0.4, -0.1, -1
> CS(=O)(=O)N1c2cccc3cccc(c23)S1(=O)=O
 : 3, -11, 6, 17, -4, 15, 2, 0, -0.5, 0.1, 2
> COC(=O)c1cc(Sc2cccc(Cl)c2Cl)ccn1
 : -22, 27, 11, -11, 23, 15, -3, 1, 0.7, 0.5, 7
> CC1Sc2ccccc2N(Cc2ccccc2)C1=O (centres undefined)
 : -14, -2, x, 8, -32, -3, -14, x, -2.8, -0.1, 9
> COc1ccccc1NCc1nnc(-c2ccccc2)o1
 : -12, -28, -13, -64, -14, -114, -7, 0, 0.0, 0.0, 5
> Cc1sc2nc3ccc(NCc4ccco4)nn3c(=O)c2c1C
 : 91*, 9, -19, -17, -6, -25, -7, 0, 1.3, 0.3, 28
> O=[N+]([O-])c1cccc(-c2nnc(-c3ccccc3)o2)c1
 : -21, -88, -46, -238, 44, -294, 7, 3, -2.3, 0.6, -30
> CCS(=O)(=O)N1CCN(C(=O)c2ccc3nc(C)c(N(C)C(=O)CCc4ccccc4)n3c2)CC1
 : 3, -7, x, 13, -10, 2, 1, x, 1.2, -0.4, 3
> O=C(Nc1ccc(S(=O)(=O)Nc2nccs2)cc1)c1cc(-c2ccccc2)nc2ccccc12
 : 24, -7, -5, 26, -3, 14, 21, -1, -1.8, -0.2, -31
> CCNc1nc(NC(C)C)nc(Oc2ccc(OCCOc3ccccc3)nn2)n1
 : -10, 22, 16, -4, 14, -21, 6, 2, 0.0, -0.3, -36
> C=CCc1c(C)nc2ccc(C(=O)OCC)cc2c1Cl
 : -28, -8, -43, -99, -43, -167, 17, -3, -0.4, 0.3, -18
> COc1ccc(NC(=S)NCCNC(C)=O)cc1
 : 4, -10, 1, -33, -9, 15, -3, -3, -0.2, 0.1, -13

With a hit mark in TWEAK-Fn14 inh (from the list above):
Structure | TWEAK-Fn14 inh | NR2E3 ag-1 | TRPM1 prom inh | Peg3 prom inh | Shn3 3UTR inh | HIF-2a inh | NR2E3 ag-2 | aDG glyco act | CF NFkB block
Cc1sc2nc3ccc(NCc4ccco4)nn3c(=O)c2c1C | 91* | 9 | -19 | -17 | -6 | -25 | 0 | 0.3 | 28

From PubChem

Rows are unselected; about 4.4% have a hit in one of these screens.
